# Mtb FBA inh – Mtb FBA enzyme inhibitors, primary screen, biochemical, fluorescence, strain H37Rv; purified M. tuberculosis FBA, fluorescence read-out; AID 588726, 2011; 360,000 compounds, 2.3% hits; inhibition, % at 1 µM; Fructose-bisphosphate aldolase (Mycobacterium tuberculosis (strain ATCC 25618 / H37Rv)), …; in the data active = inhibition above about 27%;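 note: 0% = vehicle and 100% = reference inhibitor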
# Target sequence (P9WQA3 whole entry, looked up): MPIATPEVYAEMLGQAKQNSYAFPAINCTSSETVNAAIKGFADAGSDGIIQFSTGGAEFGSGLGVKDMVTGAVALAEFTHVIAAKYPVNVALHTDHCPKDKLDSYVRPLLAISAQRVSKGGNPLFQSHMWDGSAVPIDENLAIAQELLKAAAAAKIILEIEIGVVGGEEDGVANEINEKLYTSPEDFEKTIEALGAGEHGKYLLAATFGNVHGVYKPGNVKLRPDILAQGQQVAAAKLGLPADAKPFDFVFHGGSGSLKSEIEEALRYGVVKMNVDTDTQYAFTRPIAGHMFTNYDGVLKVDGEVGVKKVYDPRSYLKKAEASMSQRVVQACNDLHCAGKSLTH
# BH1578 lux ind – inducers of Vibrio cholerae quorum light production without autoinducers, primary screen, BH1578 luxS cqsA deficient, single point; activation, % at 18.7 µM; V. cholerae BH1578 lux reporter, luminescence, 6 h; 350,000 compounds, 0.16% hits; AID 588436, 2011; in the data active = activation mostly above about 9.7%, no sharp cut-off; note: not every result past the cut was called active; inactives centre near 0; reference of the scale not given here
# Mtb BioA inh – M. tuberculosis BioA enzyme inhibitors, primary screen, biochemical, plate reader, single point, HTS; 7,8-diaminopelargonic acid synthase BioA (Mycobacterium tuberculosis); purified M. tuberculosis BioA enzyme; inhibition, % at 9.99 µM; 360,000 compounds, 0.096% hits; AID 602481, 2012; in the data active = inhibition above about 40%
# GDH-TPI inh – GDH-TPI coupling enzyme inhibitors, primary screen, artefact control for M. tuberculosis FBA inhibitor project, biochemical, absorbance, full deck; GDH-TPI coupled enzyme counterscreen, NADH absorbance; AID 588335, 2011; 360,000 compounds, 1.2% hits; inhibition, % at 4.8 µM; in the data active = inhibition above about 30%;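 note: 0% = DMSO wells and 100% = wells lacking the enzyme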
# MazF activator – activators of E. coli MazEF toxin-antitoxin RNase, primary screen, biochemical, fluorescence, uHTS | FAM/BHQ RNA-DNA oligo cleavage fluorescence, 5 h | Endoribonuclease toxin MazF (Escherichia coli (strain K12)), P0AE70 | AID 504720, 2011 | 350,000 compounds, 0.32% hits | activation, % at 20 µM; in the data active = activation above about 50%
# Target sequence (P0AE70 whole entry, looked up): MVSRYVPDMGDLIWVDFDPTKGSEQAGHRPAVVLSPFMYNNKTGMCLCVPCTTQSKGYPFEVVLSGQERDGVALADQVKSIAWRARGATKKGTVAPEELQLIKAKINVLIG
# Rv3671c protease – Rv3671c serine protease inhibitors, primary screen, biochemical, fluorescence polarization, M. tuberculosis H37Rv | inhibition, % at 5.96 µM | 320,000 compounds, 0.048% hits | AID 2606, 2010 | P9WHR9; in the data active = inhibition above about 38%;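 note: extracellular domain of Rv3671c used as enzyme; 0% = enzyme with DMSO and 100% = no enzyme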
# SSB-PriA inh – inhibitors of Klebsiella pneumoniae PriA binding to SSB C-terminal tail, primary screen, biochemical, AlphaScreen; 430,000 compounds, 0.6% hits; inhibition, % at 33 µM; AlphaScreen SSBct-PriA binding, biotinylated peptide; in the data active = inhibition mostly above about 37%, no sharp cut-off; inactive = mostly below about 20%;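 note: plate controls were negative control peptide for no effect and reference peptide for full effect; strong numbers were not always called active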
# 3CLpro inhibitor – SARS-CoV 3CLpro protease inhibitors, primary screen, biochemical, quenched FRET; Replicase polyprotein 1ab (Severe acute respiratory syndrome coronavirus), P0C6X7; recombinant SARS-CoV 3CLpro, quenched FRET peptide cleavage; inhibition, % at 6 µM; 290,000 compounds, 0.14% hits; AID 1706, 2009; in the data active = inhibition above about 12%
# UGM FP inh – M. tuberculosis UGM enzyme inhibitors, primary screen, biochemical, fluorescence polarization, single point. UDP-galactopyranose mutase (Mycobacterium tuberculosis (strain ATCC 25618 / H37Rv)), …. purified UGM, fluorescence polarization probe displacement. 320,000 compounds, 0.06% hits. inhibition, % at 10 µM; in the data active = inhibition above about 10%, passing the limit was not always enough
# Target sequence (P9WIQ1 whole entry, looked up): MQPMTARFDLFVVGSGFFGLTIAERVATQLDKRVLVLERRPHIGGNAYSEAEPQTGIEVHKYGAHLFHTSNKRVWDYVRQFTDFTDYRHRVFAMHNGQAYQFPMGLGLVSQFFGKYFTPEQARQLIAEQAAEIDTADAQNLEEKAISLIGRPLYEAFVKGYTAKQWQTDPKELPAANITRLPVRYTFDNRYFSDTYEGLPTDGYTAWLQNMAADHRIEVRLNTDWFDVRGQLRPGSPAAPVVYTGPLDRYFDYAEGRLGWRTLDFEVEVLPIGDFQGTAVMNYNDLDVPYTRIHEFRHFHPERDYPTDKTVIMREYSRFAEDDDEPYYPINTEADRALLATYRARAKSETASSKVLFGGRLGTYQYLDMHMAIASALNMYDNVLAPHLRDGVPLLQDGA
# VHR inh abs – VHR1 phosphatase inhibitors, primary screen, biochemical, absorbance, uHTS | Dual specificity protein phosphatase 3 (Homo sapiens), P51452 | recombinant VHR phosphatase, pNPP absorbance | inhibition, % at 13.3 µM | 290,000 compounds, 0.52% hits | AID 1654, 2009; in the data active = inhibition above about 50%; note: some compounds called inactive have numbers as strong as hits
# Target sequence (P51452 whole entry, looked up): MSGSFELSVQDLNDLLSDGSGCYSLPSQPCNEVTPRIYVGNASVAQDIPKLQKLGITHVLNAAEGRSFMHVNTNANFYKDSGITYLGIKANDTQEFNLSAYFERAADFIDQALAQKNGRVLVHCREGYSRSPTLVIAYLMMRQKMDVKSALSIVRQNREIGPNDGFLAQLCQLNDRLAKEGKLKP
# Active calls of the source: *; i = inactive; / = not tested or not shown; & = joins results of further samples. Only part of the results is shown; rates above refer to the full screens.
SMILES,Mtb FBA inh,BH1578 lux ind,Mtb BioA inh,GDH-TPI inh,MazF activator,Rv3671c protease,SSB-PriA inh,3CLpro inhibitor,UGM FP inh,VHR inh abs
CCOC(=O)C1CCCN(C(=O)c2cc3c(C)nc4ccccc4c3o2)C1 (centres undefined),-2.0,-0.2,-0.5,-7.4,8.9,-3.0,16.5,-8.9,1.3,1.2
Cc1ccc(CNS(=O)(=O)c2cn(C)cn2)cc1,-1.1,-3.6,0.1,-2.4,6.2,0.8,-12.5,-0.4,2.6,31.5
Cc1nc(C)c(C(=O)Nc2cccc(F)c2)s1,4.5,i,47.1*,7.8,2.3,9.4,4.5,-1.5,-0.1,26.8
O=C(CNC1CCCCCC1)Nc1ccccc1N1CCCCC1,2.4,i,-1.3,0.0,-0.3,14.3,-28.3,-4.6,0.7,23.1
C#CCNC(=O)C1=C[C@H](c2csc3ccccc23)C[C@H](OCCCCO)O1,1.6,-1.3,-1.3&-0.6,12.9,2.2,-0.1,-11.7,-1.1,0.2,12.0
COc1cccc(C(=Cc2ccc([N+](=O)[O-])cc2)C(=O)O)c1,-3.5,-5.3,0.8,25.5,9.7,/,/,/,/,/
Cc1cc(C)c2c(=O)[nH]c(SCC(=O)N3CCCCC3)nc2n1,5.8,i,0.3,3.0,7.1,-2.3,-8.9,4.8,1.5,-2.3
S=C(Nc1ccccc1)c1nc2ccccc2s1,3.4,i,/,13.2,7.8,9.1,24.4,4.3,-3.0,-7.9
Cc1cccc(NC(=O)Cn2cccc2)c1,-5.6,-0.2,0.0,-10.5,3.7,4.4,-4.3,6.8,-0.8,47.9
COCCCn1c(SCC(=O)N(C)C)nnc1-c1ccccc1,-0.1,-4.2,1.1,-3.8,1.9,9.2,-4.6,-2.7,1.0,4.3
COc1ccccc1-c1nnc(NC(=O)C2CCCN2S(=O)(=O)c2cccs2)o1 (centres undefined),2.5,i,-0.6,12.5,-2.7,/,75.0*,/,/,/
Cc1noc(C)c1C(=O)OC(C)C(=O)N(C)c1ccccc1 (centres undefined),4.6,-2.0,0.2,9.5,10.4,7.0,3.0,/,-2.2,/
CSCCC(NC(=O)c1ccc(Cl)cc1Cl)C(=O)OC(C)C(=O)NCc1ccco1 (centres undefined),4.2,1.6,-1.2,5.8,1.4,-0.3,2.0,/,3.9,/
O=C(NC1C(=O)NNC1c1ccccc1)c1ccccc1 (centres undefined),-2.3,2.4,/,-0.7,-6.8,-5.7,-4.4,-4.6,-2.6,20.9
CCOc1ccc(S(=O)(=O)Nc2nc3ccccc3nc2-n2ccc(=NC(=O)c3cccs3)cc2)cc1,1.9,i,/,17.5,29.7,-10.1,-8.2,-12.0,3.8,-1.6
Cc1ccc([N+](=O)[O-])c2c1C(N1CC(C)OC(C)C1)C(C)(C)O2 (centres undefined),-7.8,-0.2,/,10.0,7.5,0.0,-1.4,6.4,-4.5,5.5
CNS(=O)(=O)c1cccc(C(=O)OC2CCCCC2=O)c1 (centres undefined),-0.3,i,-1.8,6.3,8.8,-3.5,-10.1,-1.6,3.2,11.3
O=C(CN1CCN(Cc2ccccc2)CC1)NCc1ccc(Cl)cc1,0.5,i,0.5,8.5,8.0,-5.9,2.0,-0.4,2.1,3.6
Cc1ccnc(N/N=C/c2ccccc2)n1,-2.0,i,/,13.5,-0.9,-0.2,/,0.0,-1.2,13.6
COc1cc(-c2noc(C3CCCN(C(=O)c4c(F)cccc4F)C3)n2)cc(OC)c1OC (centres undefined),-0.8,-0.2,0.7,-0.4,-2.5,1.2,-8.3,2.9,-3.9,-15.7
COc1ccc(C(=O)Nc2ccncc2)cc1OC,-3.3,2.6,12.0,-11.8,-4.3,-3.6,-9.0&-2.1,4.2,-0.4,26.3
Cc1cc(C)n(-c2nc3ccccc3nc2N2CCN(C(=O)c3ccccc3)CC2)n1,-1.5,i,0.5,1.9,8.8,-5.1,-14.7,2.1,2.6,9.9
O=C(COc1ccc(-c2nnco2)cc1)Nc1c(F)cccc1F,-1.4,-1.2,2.9,0.0,4.2,-2.6,-10.8,/,-0.7,/
CC(=O)Oc1ccc(/C=N/NC(=O)CCSc2ccccc2)cc1,1.0,-0.5,2.7,-8.9,2.0,1.2,/,8.0,-1.1,-15.2
CC(C)N(C(=O)NC(=O)Nc1ccc(S(=O)(=O)N2CCCC2)cc1)S(C)(=O)=O,-0.5,i,/,2.8,6.9,-8.4,6.9,-2.1,0.7,7.2
CCN1C(=O)/C(=C/c2cccs2)N(C)C1=S,0.2,0.1,1.7,9.7,2.9,-3.0,-9.5,-1.3,-1.5,3.6
COc1ccc(C(=O)COC(=O)C(CCSC)NS(=O)(=O)c2ccc(Cl)cc2)cc1 (centres undefined),0.8,-0.7,0.6,4.8,1.7,-4.4,-5.0,4.4,-2.1,-10.4
O=C(Nc1ccccc1N1CCOCC1)c1cccc(F)c1,2.5,-0.3,/,13.4,5.4,-5.3,-2.1,-0.2,1.1,13.1
COc1ccc2cnn(Cc3ccccc3)c(=O)c2c1OC,8.8,-0.6,/,1.9,7.3,6.7,-20.4,-6.7,-3.9,11.6
CC(=O)c1ccc(NC(=O)Nc2ccc([N+](=O)[O-])cc2)cc1,1.9,3.4,/,-4.0,2.2,-40.2,2.0&-12.2,3.5,-2.0,17.0
Cn1c(CNc2ccc(Cl)cc2)nnc1SCC#N,0.6,i,/,8.9,5.6,-6.6,0.6,4.0,0.4,15.1
CCOCCCNCc1ccc(OCc2ccccc2C)c(OC)c1,-1.0,-0.2,-0.7,10.1,-17.5,3.5,-6.4,4.0,-2.4,9.0
O=S(CC1CC1(Cl)Cl)CC1CC1(Cl)Cl (centres undefined),0.2,-0.3,/,7.2,5.5,11.7,-1.2,-3.4,-0.9,-0.3
C=CCOc1ccc(/C=N/NC(=O)c2c(C)nc3ccc(Cl)cn23)cc1,0.1,0.0,-0.9,26.5,17.6,-14.0,/,3.0,2.5,1.0
COC(=O)c1ccc(NC(=O)CN(C)S(=O)(=O)c2ccc(OC)c(C)c2)cc1,-2.5,2.7,-0.6,-3.8,-0.5,-7.6,-0.5,6.0,2.4,-5.1
CCn1c(=NC(=O)CN2C(=O)CCC2=O)sc2c(OC)ccc(OC)c21,2.1,i,-1.1,21.1,7.0,-1.6,-4.9,2.1,-0.7,27.3
O=[N+]([O-])c1ccc2nnn(O)c2c1,-3.8,-1.4,-3.8,6.2,-6.6,7.4,-0.3,-1.4,1.8,30.1
Cc1ccn2c(CNC(C)c3cn(C)nc3C)c(C(=O)N3CCCCCC3)nc2c1 (centres undefined),3.4,-1.0,1.0,3.4,0.4,-7.1,2.2,-3.0,-1.1,27.9
COc1ccc(C(c2c(C)n(C)n(-c3ccccc3)c2=O)c2c(C)n(C)n(-c3ccccc3)c2=O)cc1OC,-0.7,i,-0.2,13.7,-2.0,0.4,-6.2,5.8,4.2,5.8
COc1cc(NC(=S)Nc2ccccn2)cc(OC)c1OC,1.9,-0.1,/,-2.6,10.8,1.3,-14.1,5.2,5.8,9.6

# Among those listed so far, 4 contain an aryl thioether with sulfur outside any ring:
SMILES,Mtb FBA inh,BH1578 lux ind,Mtb BioA inh,GDH-TPI inh,MazF activator,Rv3671c protease,SSB-PriA inh,3CLpro inhibitor,UGM FP inh,VHR inh abs
Cc1cc(C)c2c(=O)[nH]c(SCC(=O)N3CCCCC3)nc2n1,5.8,i,0.3,3.0,7.1,-2.3,-8.9,4.8,1.5,-2.3
COCCCn1c(SCC(=O)N(C)C)nnc1-c1ccccc1,-0.1,-4.2,1.1,-3.8,1.9,9.2,-4.6,-2.7,1.0,4.3
CC(=O)Oc1ccc(/C=N/NC(=O)CCSc2ccccc2)cc1,1.0,-0.5,2.7,-8.9,2.0,1.2,/,8.0,-1.1,-15.2
Cn1c(CNc2ccc(Cl)cc2)nnc1SCC#N,0.6,i,/,8.9,5.6,-6.6,0.6,4.0,0.4,15.1

# (next part)
SMILES,Mtb FBA inh,BH1578 lux ind,Mtb BioA inh,GDH-TPI inh,MazF activator,Rv3671c protease,SSB-PriA inh,3CLpro inhibitor,UGM FP inh,VHR inh abs
O=[N+]([O-])c1cc2c(cc1CN1CCN(CCOCCO)CC1)OCO2,1.6,0.7,-0.7,11.4,-2.6,-3.6,-10.7,-1.8,1.6,1.0
CN(C)c1ccc(C2NCCS2)cc1 (centres undefined),-2.9,i,-1.5,25.6,3.6,2.0,9.0&-2.5,3.4,0.5,39.3
CCS(=O)(=O)c1ccc(O)c(NC(=O)c2cc(OC)c(OC)c(OC)c2)c1,1.4,-0.2,0.5,-4.6,-1.3,8.8,-9.6,4.2,-3.8,8.6
CN(C)C(CNC(=O)c1ccc(C(=O)c2ccccc2)cc1)c1ccccc1 (centres undefined),1.9,-0.5,1.2,8.2,-39.0,3.4,4.1,-0.7,-0.7,35.9
O=C(COC(=O)c1nc(Cl)ccc1Cl)Nc1ccccc1OC(F)F,-0.7,i,-0.8,6.3,2.9,2.1,0.6,-3.6,-0.4,14.7
O=C(c1ccccc1)c1ccc(OCC(O)CN2CCCCC2)cc1 (centres undefined),2.9,5.9,4.6,-2.5,-1.8,8.2,-12.4,-5.2,1.2,16.8
FC(F)(F)c1ccccc1N/N=C/c1cccnc1,-4.5,-0.2,-0.2,13.3,0.4,1.4,/,3.1,1.0,6.7
S=c1[nH]nc(Cc2sc(-c3ccccc3)nc2-c2ccccc2)o1,10.4,i,1.1,-9.2,8.6,-14.6,2.0,-0.7,3.5,16.1
CC(=O)c1sc(-c2ccc(Cl)cc2)nc1C,4.0,i,/,7.6,2.0,2.3,-15.5,5.4,0.2,27.6
Clc1ccc(-c2cnc3n2CCCCC3)cc1,4.9,-1.6,/,4.1,3.3,-0.8,1.1,-0.7,-0.6,-6.4
CC1Cc2ccccc2N1C(=O)Cn1cc([N+](=O)[O-])cn1 (centres undefined),1.2,0.0,-1.2,3.7,10.2,4.1,-0.4,-0.6,-0.6,-1.0
COc1ccc(-c2nc(CSCC(=O)NC3CCCc4ccccc43)c(C)o2)cc1OC (centres undefined),3.9,0.0,/,-7.8,7.1,-3.6,-4.4,1.1,4.2,14.8
CCn1c(COc2ccc(OC)cc2)nnc1SCc1nc2ccccc2c(=O)[nH]1,/,/,/,/,/,-4.1,/,-3.3,0.0,-6.3
CC(C)NC(=O)C1Cc2c(-c3ccccc3Oc3ccccc3)ccnc2O1 (centres undefined),-0.6,-0.7,1.4,13.3,/,/,/,/,/,/
Cc1ccc(C(=O)CSc2nc(O)cc(=O)[nH]2)cc1C,6.0,i,6.1,-8.1,0.7,-7.5,-22.6,-5.3,2.7,-7.8
CCCN1CCN(C(=O)Cn2c(=O)oc3cc(S(=O)(=O)NCc4ccccc4)ccc32)CC1,0.1,-0.1,-0.8,-16.0,11.2,-3.3,0.8,1.3,-0.6,25.2
c1ccc2c(c1)cc1ccc3cccc4ccc2c1c34,33.9*,i,/,8.8,0.4,/,-8.4,/,/,/
CCc1ccc(N(C(=O)c2csnn2)C(C(=O)NCc2ccccc2)c2ccco2)cc1 (centres undefined),-0.8,-0.5,-0.6,4.1,6.2,-10.3,-15.4,-0.2,0.3,-7.4
